All columns: NCI-60 one-dose screen, growth in % after 48 h at 10 µM unless noted; 100 = growth as untreated, 0 = no growth, -100 = all killed.
SK-MEL-2: SK-MEL-2 melanoma; 77,000 compounds, 4.7% hits; AID 1794763
UACC-62: UACC-62 melanoma; 81,000 compounds, 5.4% hits
LOX IMVI: LOX IMVI melanoma; 79,000 compounds, 7.4% hits; AID 1794757
SK-MEL-28: SK-MEL-28 melanoma; AID 1794761; 81,000 compounds, 4.1% hits
MDA-MB-435: MDA-MB-435 melanoma; AID 1794794; 82,000 compounds, 7.8% hits
SK-MEL-5: SK-MEL-5 melanoma; 80,000 compounds, 6.4% hits; AID 1794755
UACC-257: UACC-257 melanoma | 78,000 compounds, 4.4% hits | AID 1794764
MALME-3M: MALME-3M melanoma. 78,000 compounds, 5.8% hits
* hit, by the source's call; . = no result given; & = joins results of further samples; ! = a repeat was not active; [ ] = dose if it differs, or a comment. How the source made its calls: active means growth percent below 10; inactive means the rest. The order is random; 13% or so of the library scored in one or more.

SMILES	SK-MEL-2	UACC-62	LOX IMVI	SK-MEL-28	MDA-MB-435	SK-MEL-5	UACC-257	MALME-3M
Cc1cccc(C)c1[C@@H]1C[C@@](C)(O)[C@H]2CC[C@H](C)C[C@@H]2O1	108	98	95	91	107	105	87	96
CCCCN(CCCC)C(=O)C=C(C)C	104	110	101	113	110	104	95	111
O=C(c1ccc(Br)cc1)C1C(c2ccccc2)C2CCCN2C12C(=O)Nc1ccccc12 (configuration not stated)	86	55	76	102	71	81	85	82
COc1ccc(Cn2cc3c(c2-c2ccccc2)CCc2cnc(=O)[nH]c2-3)cc1	100	70	93	104	99	98	102	107
O=C1CCC(NNC(=O)c2ccc(Cl)cc2Cl)N1 (configuration not stated)	107	97	99	104	102	106	100	101
CCOC(=O)c1cc(C(=O)c2cc(OC)cc(OC)c2)n2ccncc12	101	78	96	110	107	90	106	126
Cc1nc2nc(SCC(=O)Nc3ccc(Cl)cc3)[nH]c(=O)c2nc1C	106	94	98	107	104	100	91	93
CC(N)C(=O)NNc1n[nH]c(=S)n1N (configuration not stated)	105	102	98	102	96	98	99	94
CCOC(=O)c1cc(C(=O)c2cc(OC)cc(OC)c2)n2ccc(-c3ccncc3)cc12	103	98	97	118	109	97	89	95
CCc1ccc(OC(=O)CCl)cc1	100	106	93	98	100	105	103	97
O=C(O)CC1=CCCCC1	119	98	94	96	101	101	100	91
C=CCOC(=O)Nc1cccn([C@H](CC(C)C)C(=O)NCCC(C)C)c1=O	102	29	22	92	102	99	78	93
CCCCCNC(=O)c1ccc(Cl)cc1Cl	109	102	102	112	101	102	104	122
CCOC(=O)C1CCCCC1=O (configuration not stated)	104	93	98	104	100	104	97	118
O=C(N=Nc1c(O)[nH]c2ccc(Cl)cc12)c1ccc2nc(-c3ccc(Cl)cc3)[nH]c2c1	12	-59*	-100*	-79*	-33*	67	58	-1.7*
C=C1[C@H](OC(=O)C(C)C)[C@@H](OC(C)=O)[C@@H](OC(=O)c2cccnc2)C(C)(C)/C=C/[C@@H](C)C(=O)[C@@]2(O)C[C@H](C)[C@H](OC(=O)CC)[C@@H]2[C@H]1OC(C)=O	98	94	88	97	87	87	100	87
CNC(=O)OCC1OC(n2cnc3c(NC(=O)Nc4ccccc4)ncnc32)C(O[Si](C)(C)C(C)(C)C)C1O[Si](C)(C)C(C)(C)C (configuration not stated)	83	106	87	102	95	101	.	114
CC(=O)C1C(=O)C(=O)N(c2ccc(Br)cc2)C1=O (configuration not stated)	122	99	98	110	105	101	104	112
CC1(C)CC(=O)C2=C(C1)N(Cc1ccc(C(=O)O)cc1)C1=C(C(=O)CC(C)(C)C1)C2c1ccccc1	107	93	85	110	100	101	105	104
C/C(=N\O)[C@H]1CC[C@H]2[C@@H]3CC[C@@H]4C/C(=N/O)CC[C@]4(C)[C@H]3[C@@](C)(O)C[C@]12C	89	70	.	111	110	79	110	.
C[N+]1(CCC[N+]2(C)C[C@@H]3[C@H](C2)[C@@H]2C=C[C@H]3C2)CCOCC1 (some centres not stated)	.	98	96	109	113	106	112	.
CCSc1nnc(-c2ccc(NC(=O)c3cccnc3)cc2)n1N	119	96	102	111	101	108	104	110
Cc1noc(C)c1COc1ccccc1C(=O)Nc1nc2c(C)cccc2s1	59	73	83	116	113	79	.	91
COC(CC(F)F)c1ccc(-c2ccccc2)cc1 (configuration not stated)	104	100	106	106	97	98	96	99
CCC1(C)CC(C#N)(C#N)C(=O)NC1=O (configuration not stated)	105	108	96	112	107	102	.	101
CCSc1oc(-c2ccccc2)nc1[P+](c1ccccc1)(c1ccccc1)c1ccccc1	-9.6*	-0.3*	-85*	30	3.5*	-92*	7.8*	-25*
CC(=O)O[C@@H]1[C@@H](OC(C)=O)[C@H](OC(C)=O)CO[C@H]1Nc1cccc2ccccc12	82	97	89	110	102	103	103	87
S=C(Cc1ccccc1)N1CCOCC1	120	113	104	118	127	109	109	106
COc1ccc(-c2cc(C(=O)N=Nc3c(O)[nH]c4ccc(OC)cc34)c3ccccc3n2)cc1	126	100	92	108	107	100	99	103
Nc1nc2c(c(-c3nc(N)nc4c3CCC4)n1)CCC2	116	96	100	106	105	101	91	98
O=C(O)c1ccc2c(c1)C(=O)N(c1ccc(Oc3ccc(N4C(=O)c5ccc(C(=O)O)cc5C4=O)cc3)cc1)C2=O	100	.	98	116	102	102	95	.
NCCCCCC(=O)O	89&99&110&111	91&112&103&113	100&106&96&96	119&109&112&112	88&105&106&101	109&110&109&108	105&96&102	.
COC1OC2COC(c3ccccc3)OC2C(NC#N)C1OS(C)(=O)=O (configuration not stated)	102	107	94	99	99	105	88	96
Nc1ncnc(Nc2ccc(S(=O)(=O)O)cc2)n1	112	103	88	99	100	99	106	109
COc1c(B(O)O)cc(F)cc1-c1nc2ccc3[nH]ncc3c2c2c1COCC2	94	68	24	62	87	65	97	126
CC1(C)CC[C@]23CC[C@]4(C)[C@H](CC[C@@H]5[C@@]6(C)Cc7cn[nH]c7C(C)(C)[C@@H]6CC[C@]54C)[C@H]2[C@H]1OC3=O	104	96	98	99	98	101	99	98
O=C(NCc1ccccc1)Nc1ncccc1OCc1ccccc1Cl	81	77	101	108	90	93	92	127
CO/N=C(/C(=O)N[C@@H]1C(=O)N2C(C(=O)OCSC(=O)c3ccco3)=CCS[C@H]12)c1csc(N)n1	.	96	102	102	101	106	107	100
CC[C@H](Nc1ncnc2nc[nH]c12)c1nc2cccc(CCCCC(=O)NO)c2c(=O)n1-c1ccccc1	91	83	99	86	93	89	65	41
CC(=O)CC(=O)Nc1ccccc1	116	110	111	102	108	95	93	.
CCCCCCCCCCOC(=O)N1C(=O)NC(=O)C1c1ccccc1 (configuration not stated)	101	102	114	111	101	106	102	114
COc1cc(NCCCCCCCNC(C)C)c2nccc(C)c2c1	126&103	3.5*!	55&93	91&105	7.0*!	65&84	90&107	42&95
O=C(CCc1nnc(/C=C/c2ccccc2)o1)c1nc2ccccc2[nH]1	100	86	80	106	69	92	103	104
O=c1n(CCO)c(=O)n(CCO)c(=O)n1CCO	99[100 µM]	97[100 µM]	99[100 µM]	110[100 µM]	108[100 µM]	103[100 µM]	100[100 µM]	104[100 µM]
Cc1cc(N=C2NC(=O)S/C2=C\c2ccc(F)cc2)n[nH]1	11	-20*	-60*	-7.1*	-11*	17	20	-7.0*
CC1(C)S[C@@H]2[C@H](NC(=O)[C@H](NC(=O)N3CCNC3=O)c3ccccc3)C(=O)N2C1C(=O)O (some centres not stated)	101	103	96	103	101	98	97	94
CCOc1cccc(OCC)c1	117	103	94	103	96	97	.	102
CCCCO[Si](OCCCC)(OCCCC)OCCCC	127	107	102	111	98	105	94	123
C=C(C)[C@@H]1CC[C@]2(C(=O)N3CCN(C)CC3)CC[C@]3(C)[C@H](CC[C@@H]4[C@@]5(C)CCCNC(C)(C)[C@@H]5CC[C@]43C)[C@@H]12	111	114	98	96	96	93	122	86
COc1nc(OC)nc(N(CCO)c2ccccc2)n1	108	96	97	106	104	100	98	99
CCc1ccc2nc(NC(=O)Cc3csc(NC(=O)c4ccco4)n3)sc2c1	68	66	86	91	91	82	101	60
O=C(/C=C/c1ccccc1Cl)c1ccc(Cl)cc1	112	86	76	108	93	97	100	100
O=C(CC(C[N+](=O)[O-])c1ccccc1)c1ccc(O)cc1 (configuration not stated)	103	95	98	105	105	99	98	114
O=C(/C=C/c1ccc([N+](=O)[O-])o1)NNC(=O)c1cc2ccccc2cc1O	-51*	-99*	-10*	-46*	-13*	-87*	-16*	-36*
CC(NC(=O)c1cccc2c1Oc1ccccc1S2)C(=O)O (configuration not stated)	98	105	94	108	104	102	.	108
Cc1cc(C)cc(Nc2c(Nc3cc(C)cc(C)c3)c(=O)c2=O)c1	99	93	93	102	102	100	99	94
OC1(c2ccccc2)c2ccccc2N(c2ccccc2)c2ccc(Cl)cc21 (configuration not stated)	-72*	-92*	-94*	-97*	-82*	-98*	-59*	-93*
Nc1c(C(=O)Nc2ccccc2C(F)(F)F)sc2nc3c(cc12)CCC3	102	81	110	95	93	99	101	100
O=C1/C(=N/Nc2ccc(Cl)cc2)CCCc2ccccc21	115	87	95	104	88	84	98	78
C=C(C)[C@@H]1CC[C@]2(C(=O)N3CCN(C)CC3)CC[C@]3(C)[C@H](CC[C@@H]4[C@@]5(C)CC[C@H](OP(=O)(OCC)OCC)C(C)(C)[C@@H]5CC[C@]43C)[C@@H]12	106	82	45	104	94	70	83	106

2 entries drawn at random from those above:
SMILES	SK-MEL-2	UACC-62	LOX IMVI	SK-MEL-28	MDA-MB-435	SK-MEL-5	UACC-257	MALME-3M
CCSc1oc(-c2ccccc2)nc1[P+](c1ccccc1)(c1ccccc1)c1ccccc1	-9.6*	-0.3*	-85*	30	3.5*	-92*	7.8*	-25*
COC1OC2COC(c3ccccc3)OC2C(NC#N)C1OS(C)(=O)=O (configuration not stated)	102	107	94	99	99	105	88	96

(list continues)
SMILES	SK-MEL-2	UACC-62	LOX IMVI	SK-MEL-28	MDA-MB-435	SK-MEL-5	UACC-257	MALME-3M
CC(=O)Nc1ccc(/C=C/C=C\c2cccc([N+](=O)[O-])c2)cc1	90	104	93	115	102	83	121	135
COc1cc(/C=C/C(=O)/C=C(/C=C/c2ccc(OC(C)=O)c(OC)c2)OB(F)F)ccc1OC(C)=O	87	50	20	67	41	70	63	52
CCCNc1nc(N(C)O)nc(N(C)O)n1	74	31	23	41	51	.	56	83
O=C(n1ccc2cc(OS(=O)(=O)c3ccccc3)ccc21)C12CC3CC(CC(C3)C1)C2	101	82	92	96	103	95	96	93
Nc1nc(N)nc(C2C=CCCC2)n1 (configuration not stated)	84	105	97	114	108	102	102	102
COc1ccc(-c2cc(-c3cccc(NS(C)(=O)=O)c3)nc(N)c2C#N)cc1	50	40	45	66	-55*	14	79	3.0*
O=C(CSc1nc2ccccc2c(=O)n1-c1ccccc1)N/N=C/c1ccc(Oc2ccc(Cl)cc2)cc1	87	67	14	62	85	71	97	51
CC(=O)Oc1cc2c(cc1Br)OCO2	99	.	79	92	99	83	71	89
Fc1ccc(C2=NN(c3cc(Cl)cc(Cl)c3)C(c3cccc(Nc4ccnc5cc(Cl)ccc45)c3)C2)cc1 (configuration not stated)	.	74	83	96	89	77	69	89
CC(C)N1CC(=O)N2CSCC2C1=O (configuration not stated)	115	104	99	111	105	104	108	.
Cc1ccc(-c2nc(SCC(=O)c3ccccc3)nc(Nc3ccc(S(N)(=O)=O)cc3)c2C#N)cc1	96	80	15	81	47	76	97	34
CCCCC(C(=O)O)N1C(=O)CSC1=S (configuration not stated)	106	99	102	106	106	102	98	115
CC(C)OC(C(=O)O)c1ccccc1 (configuration not stated)	110	97	88	102	115	105	116	133
COc1cc2c(cc1OCCCN1Cc3ccc(OCCCCC(=O)N4CCC(CCN5CCCC5)CC4)cc3C1)N=C(N)C21CCCC1	.	106	64	98	81	55	85	44
CC1Cc2c(cccc2-n2cnc3ccccc32)N(C)C12C=CC(=O)C=C2 (configuration not stated)	93	90	101	110	105	102	100	96
CNC(=O)c1cccc(N2CCc3c2ccc(NC(=O)Nc2ccc(F)c(C(F)(F)F)c2)c3F)c1	101	69	93	75	84	61	88	73
COc1cc(-c2cc(C(=O)Nc3nc4ccc(F)cc4s3)nc3cc(-c4ccccc4)nn23)cc(OC)c1OC	92	57	89	66	70	91	108	86
O=C(C1=CN(Cc2ccccc2)CCS1)N(Cc1ccccc1)c1ccccc1	82	84	98	103	103	90	98	96
COC(=O)CCC(=O)c1ccc(OC)cc1	92	102	97	106	107	100	103	93
CCOC(=O)c1nn(C2CCCCO2)c2ccc(NC(=O)CN3C(=O)c4ccccc4C3=O)cc12 (configuration not stated)	105	94	97	103	103	100	99	95
CCN(c1ccc2c(c1)C(C)(C)CCC2(C)C)c1ccc(C(=O)O)cn1	88	107	88	107	104	89	81	71
O=C(O)C1C2CC3OC(=O)C1C3C2 (configuration not stated)	95	100	117	121	125	114	111	123
S=C1N(c2ccccc2)CN(C2CCCCC2)CN1c1ccccc1	106	98	96	104	.	98	2.4*	.
O=C(CCCCC(=O)Oc1c(Cl)cc(Cl)cc1[N+](=O)[O-])Oc1c(Cl)cc(Cl)cc1[N+](=O)[O-]	94	102	92	111	103	102	100	99

An excerpt from above in order of number of heavy atoms, low to high.
SMILES	SK-MEL-2	UACC-62	LOX IMVI	SK-MEL-28	MDA-MB-435	SK-MEL-5	UACC-257	MALME-3M
O=C(O)C1C2CC3OC(=O)C1C3C2 (configuration not stated)	95	100	117	121	125	114	111	123
CC(C)OC(C(=O)O)c1ccccc1 (configuration not stated)	110	97	88	102	115	105	116	133
CCCCC(C(=O)O)N1C(=O)CSC1=S (configuration not stated)	106	99	102	106	106	102	98	115
S=C1N(c2ccccc2)CN(C2CCCCC2)CN1c1ccccc1	106	98	96	104	.	98	2.4*	.
CCN(c1ccc2c(c1)C(C)(C)CCC2(C)C)c1ccc(C(=O)O)cn1	88	107	88	107	104	89	81	71
CC1Cc2c(cccc2-n2cnc3ccccc32)N(C)C12C=CC(=O)C=C2 (configuration not stated)	93	90	101	110	105	102	100	96
O=C(CCCCC(=O)Oc1c(Cl)cc(Cl)cc1[N+](=O)[O-])Oc1c(Cl)cc(Cl)cc1[N+](=O)[O-]	94	102	92	111	103	102	100	99
CNC(=O)c1cccc(N2CCc3c2ccc(NC(=O)Nc2ccc(F)c(C(F)(F)F)c2)c3F)c1	101	69	93	75	84	61	88	73
COc1cc(-c2cc(C(=O)Nc3nc4ccc(F)cc4s3)nc3cc(-c4ccccc4)nn23)cc(OC)c1OC	92	57	89	66	70	91	108	86
COc1cc2c(cc1OCCCN1Cc3ccc(OCCCCC(=O)N4CCC(CCN5CCCC5)CC4)cc3C1)N=C(N)C21CCCC1	.	106	64	98	81	55	85	44

Bioassay records from PubChem BioAssay.
